# CCR6 antagonist: antagonists of human CCR6 receptor; inhibition, % at 20 µM; CHO-K1 CCR6 PathHunter beta-arrestin, luminescence, CCL20-stimulated; 0.49% of 340,000 active; P51684;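 active means compounds whose inhibition of the agonist-driven luminescence signal at 20 µM reaches about 50%, limit read from the data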;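 further: cells stimulated with CCL20 at 14 nM final; plate controls were DMSO with CCL20 for no effect and DMSO without agonist for full effect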
# Target sequence (P51684 whole entry, looked up): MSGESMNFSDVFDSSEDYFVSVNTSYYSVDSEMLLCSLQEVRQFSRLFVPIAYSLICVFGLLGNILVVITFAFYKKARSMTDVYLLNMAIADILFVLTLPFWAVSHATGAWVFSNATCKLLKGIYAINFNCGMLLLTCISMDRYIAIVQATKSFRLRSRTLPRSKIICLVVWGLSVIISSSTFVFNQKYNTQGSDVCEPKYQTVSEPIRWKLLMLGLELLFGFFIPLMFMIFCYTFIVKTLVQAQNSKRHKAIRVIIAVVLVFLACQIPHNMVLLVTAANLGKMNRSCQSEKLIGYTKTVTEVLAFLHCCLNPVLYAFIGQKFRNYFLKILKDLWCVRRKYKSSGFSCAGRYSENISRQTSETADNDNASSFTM
# CXCR6 block: inhibitors of human CXCR6 receptor | O00574 | CHO-K1 PathHunter CXCR6 beta-arrestin, luminescence | inhibition, % at 20 µM | 0.36% of 360,000 active; in the data active means inhibition above about 34%, passing the limit was not always enough;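 further: antagonist mode with CXCL16 agonist at 10 nM final; 0% = 10 nM CXCL16 with DMSO and 100% = unstimulated wells without agonist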
# Target sequence (O00574 whole entry, looked up): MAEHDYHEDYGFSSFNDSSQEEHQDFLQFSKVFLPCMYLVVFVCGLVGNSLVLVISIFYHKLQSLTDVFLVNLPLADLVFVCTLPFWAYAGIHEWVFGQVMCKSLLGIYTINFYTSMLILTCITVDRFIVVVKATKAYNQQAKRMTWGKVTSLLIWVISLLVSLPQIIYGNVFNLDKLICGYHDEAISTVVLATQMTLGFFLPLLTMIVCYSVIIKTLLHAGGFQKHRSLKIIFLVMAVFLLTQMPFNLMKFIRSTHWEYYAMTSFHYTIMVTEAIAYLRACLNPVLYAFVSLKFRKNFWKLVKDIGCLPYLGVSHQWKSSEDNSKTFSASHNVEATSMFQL
# APJ antagonist: APJ receptor antagonism | 0.32% of 330,000 active | CHO-K1 APJ beta-arrestin complementation, luminescence | inhibition, % at 20 µM | P35414 | AID 2521;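 active means inhibition above about 40% at 20 µM, limit read from the data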;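 further: cells challenged with 10 nM apelin-13 agonist together with compound; plate controls were apelin-13 plus DMSO wells for no effect and DMSO wells lacking apelin-13 for full effect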
# EBI2 block: EBI2 (human) antagonism; AID 651636; EBI2 beta-arrestin recruitment, luminescence, 7a,25-OHC stimulated; P32249; 0.81% of 360,000 active; inhibition, % at 5 µM; in the data active means inhibition above about 38%;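 further: enzyme fragment complementation signal reports receptor beta-arrestin coupling in cells; 0% = agonist plus DMSO wells and 100% = wells without agonist; some results beyond the cut were filed as inactive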
# Gli-Sufu block: antagonists of Gli-Sufu signaling | Sufu-KO-LIGHT fibroblasts, Gli luciferase reporter luminescence | inhibition, % at 5 µM | 0.74% of 340,000 active | AID 588413;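 active means inhibition above about 55%, limit read from the data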;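 further: 0% = DMSO-treated cells and 100% = wells with medium but no cells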
# Jurkat NFkB inh: lowers PMA/ionomycin-induced NF-kB signal in Jurkat cells | AID 435003 | PMA/ionomycin-induced NF-kB luciferase reporter, luminescence | 0.53% of 330,000 active | inhibition, % at 4 µM; in the data active means inhibition above about 50%
# UBC13 polyUb: blocks human UBC13 polyubiquitin chain formation; P61088; 0.47% of 330,000 active; TR-FRET; AID 485273; inhibition, % at 20 µM; in the data active means inhibition above about 45%, passing the limit was not always enough
# Target sequence (P61088 whole entry, looked up): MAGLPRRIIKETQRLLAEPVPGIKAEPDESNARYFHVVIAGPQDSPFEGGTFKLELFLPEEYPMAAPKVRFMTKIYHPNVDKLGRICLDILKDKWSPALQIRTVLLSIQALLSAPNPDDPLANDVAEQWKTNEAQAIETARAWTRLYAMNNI
# 697 NFkB inh: inhibitors of the PMA/ionomycin-induced NF-kB reporter in 697 B cells; inhibition, % at 4 µM; 0.33% of 330,000 active; AID 435022; 697 B-cell NF-kB luciferase reporter, 16 h; in the data active means inhibition above about 35%
# An asterisk follows results filed as active; . = no result given. Compounds as they come; any-hit rate near 3%.
1	Cc1[nH]c2ccccc2c1C(=O)C(C)OC(=O)c1ccccc1NCCO (stereo unspecified)
2	Cc1cc(SCc2ccc(C(F)(F)F)cc2)nc(=O)[nH]1
3	Nc1nc(N)nc(-c2cc(O)ccc2O)n1
4	O=C(CSc1nnc(-c2cccc(S(=O)(=O)N3CCCCC3)c2)o1)NCCC1=CCCCC1
5	Cc1ccc(C2CC2c2n[nH]c(=S)n2-c2ccc(C)cc2)cc1 (stereo unspecified)
6	O=C(COC(=O)c1nc(-c2ccccc2)n(-c2cccc(C(F)(F)F)c2)n1)NCc1cccs1
7	O=C(NCC1CC1)Nc1ccccc1F
8	COc1ccc(NC(=O)C2C3C=CC(C3)C2C(=O)NCc2ccccn2)c(OC)c1 (stereo unspecified)
9	Cc1ccccc1N1CCN(Cc2ccc(Br)o2)CC1
10	Cc1cccc(CCNC(=O)Cn2ncc3c([nH]c4ccc(C)cc43)c2=O)c1

screen / no.,1,2,3,4,5,6,7,8,9,10
CCR6 antagonist,13,2,4,22,17,6,-8,4,16,12
CXCR6 block,-7,4,-8,8,-11,-1,0,-3,8,-5
APJ antagonist,-24,14,3,-2,4,-17,16,5,2,1
EBI2 block,8,-8,-20,1,6,-9,-6,-16,5,-1
Gli-Sufu block,-6,7,-19,11,2,-1,-10,-4,26,41
Jurkat NFkB inh,18,-5,36,14,-6,-7,-4,5,-2,5
UBC13 polyUb,13,7,12,-3,-8,-9,0,-7,0,-1
697 NFkB inh,-17,1,10,-1,-15,19,10,-22,14,11

11	CCOc1ccc(C(=O)NC(=S)Nc2cccc(S(=O)(=O)NC3=NCCC3)c2)cc1
12	Cc1ccc(C(=O)NCCSc2snnc2C)cc1
13	Cn1cnc2c1c(=O)n(Cc1cccc(Br)c1)c(=O)n2C
14	CCN(Cc1ccccc1)c1ccc(N=Nc2nn(C)c(C)c2[N+](=O)[O-])cc1
15	CCOc1c2ccc(C(=O)NCc3cc(C(F)(F)F)cc(C(F)(F)F)c3)cc2nn1C
16	O=C(CSc1nc2[nH]ncc2c(=O)n1-c1ccccc1Cl)N1CCCC1
17	NS(=O)(=O)c1ccc(NC(=S)Nc2nn(Cc3ccc(Cl)cc3Cl)cc2Cl)cc1
18	O=C(CN1CC(c2ccccc2)CC1=O)Nc1ccc2c(c1)OCO2 (stereo unspecified)
19	O=C(N=C1SC2CS(=O)(=O)CC2N1c1ccccc1)C1CCCCC1 (stereo unspecified)
20	COc1ccc(C)cc1NC(=O)c1nnn(Cc2cccc(C(F)(F)F)c2)c1N

screen / no.,11,12,13,14,15,16,17,18,19,20
CCR6 antagonist,31,-9,14,64*,-1,4,12,4,9,-8
CXCR6 block,12,3,13,49*,-2,-2,12,3,2,-14
APJ antagonist,8,22,7,44*,-17,12,17,13,-9,15
EBI2 block,-16,-6,16,20,-42,-7,-6,3,-8,4
Gli-Sufu block,-1,-14,0,-48,7,-1,0,23,7,8
Jurkat NFkB inh,60*,-33,-7,-13,5,-12,13,-4,-7,21
UBC13 polyUb,11,2,18,-203,16,0,3,2,-3,9
697 NFkB inh,5,-3,1,-66,16,2,-14,6,-9,29

21	CCOC(=O)C1CCN(C2=NC(=O)/C(=C/c3ccc(O)cc3)S2)CC1
22	Cc1ccc(C(=O)NCC(=O)Nc2ccc(F)c(F)c2F)cc1
23	O=[N+]([O-])/C(C(Cl)=C(Cl)Cl)=C(/NC1CC1)Sc1ccccc1
24	O=C(Nc1cccc(C(F)(F)F)c1)C(Sc1cccc[n+]1[O-])c1ccccc1 (stereo unspecified)
25	CCN1CCc2nc(NC(=O)c3ccccc3)sc2C1
26	CCCc1cc(=O)[nH]c(SCCN2C(=O)c3ccccc3C2=O)n1
27	Cc1ccccc1SCC(=O)OCC(=O)NCc1ccccc1
28	CCN(CCCNC(=O)CCNC(=O)Cn1cnc2ccccc2c1=O)c1ccccc1
29	COc1cc(OC)cc(C(=O)NC(=S)Nc2ccc3oc(=O)ccc3c2)c1
30	Cc1ccc(NC(=O)C(=O)NCC2CCN(C(=O)c3cccc([N+](=O)[O-])c3)CC2)cc1

screen / no.,21,22,23,24,25,26,27,28,29,30
CCR6 antagonist,15,-13,7,-1,6,3,10,12,7,10
CXCR6 block,6,-9,5,-7,0,0,-10,-2,15,-2
APJ antagonist,9,11,-4,-2,-13,-11,4,7,32,27
EBI2 block,33,-23,-31,-8,-9,5,-4,-7,10,5
Gli-Sufu block,10,48,3,0,-4,2,1,5,-12,13
Jurkat NFkB inh,-4,-3,-6,3,-61,9,-6,-2,-13,11
UBC13 polyUb,-2,3,-4,2,-12,-1,-2,18,5,8
697 NFkB inh,-2,-9,15,-14,-110,4,-17,9,13,25

31	COc1ccc(C2CCCN2C(=S)Nc2cccc(C)c2C)cc1OC (stereo unspecified)
32	CCN(CC(=O)NC1CC1)S(=O)(=O)c1ccc(C)cc1
33	CN(C(=O)c1ccc(NC(=O)Cc2ccc(NC(=O)C3CCN(S(=O)(=O)c4cccc([N+](=O)[O-])c4)CC3)cc2)cc1)C1CCCC1
34	CC12CCC(C(=O)Nc3cccnc3)(CC1=O)C2(C)C (stereo unspecified)
35	CC(=O)Cc1nsc(NC(=O)c2ccc(COc3cccc(C)c3)o2)n1
36	O=C(C1=C(O)C(=O)N(CCN2CCOCC2)C1c1cccnc1)c1cc2ccccc2o1 (stereo unspecified)
37	CCN(c1cc(C)cc(C)c1)S(=O)(=O)c1nnc(NC(=O)C(C)(C)C)s1
38	O=C(COC(=O)c1ccc(Cl)nc1)Nc1ccc2ccccc2c1
39	COc1cccc(C(=O)Nc2ccccc2C(=O)N2CCCC2)c1
40	OCC1(CCOc2ccccc2)CCN(Cc2ccncc2)CC1

screen / no.,31,32,33,34,35,36,37,38,39,40
CCR6 antagonist,3,10,4,6,2,-11,3,0,-10,7
CXCR6 block,-1,-20,-4,3,-2,-3,-8,-1,-2,-2
APJ antagonist,-6,-8,.,-15,-19,7,8,7,-13,13
EBI2 block,-2,-2,-7,0,-3,8,-4,0,5,8
Gli-Sufu block,17,-8,6,-2,4,3,8,-28,-6,12
Jurkat NFkB inh,-3,0,.,-17,7,7,9,1,5,-3
UBC13 polyUb,5,2,.,1,-10,7,-2,0,3,1
697 NFkB inh,8,3,.,-7,6,25,-2,7,7,-16

41	Cc1ccc(/C=C2\SC(=O)N(CCC(=O)N3CCN(C)CC3)C2=O)cc1
42	CC1CCCC(NC(=O)c2ccc(CNc3c(N4CCCC4)c(=O)c3=O)cc2)C1C (stereo unspecified)
43	Cc1cc(C)nc(Nc2nc3ccccc3o2)n1
44	CC/C(=N\NC(=O)c1ccc(N2CCCC2=O)cc1)c1ccccc1
45	O=C(CCN1C(=O)/C(=C\c2cccs2)SC1=S)Nc1ccc(C(=O)O)cc1
46	CCOc1ccc2[nH]c(=O)c(CN(CCN3CCOCC3)Cc3nnnn3C(C)(C)CC)cc2c1
47	Cc1cc(C)n(-c2ccc(C(=O)Nc3ccc4c(c3)OCO4)cc2)n1
48	COc1ccccc1NC(=O)Nc1nc(CC(=O)Nc2cc(F)ccc2F)cs1
49	CCOc1ccc(CCNC(=O)c2cc3sc(Cl)cc3n2C)cc1OCC
50	CCN1CCN(C(=O)C(C)Sc2nc3nc(C)cc(C)n3n2)CC1 (stereo unspecified)

screen / no.,41,42,43,44,45,46,47,48,49,50
CCR6 antagonist,10,1,7,0,30,6,0,-6,-16,2
CXCR6 block,-9,-6,-4,0,10,-5,-2,-1,2,2
APJ antagonist,-1,5,3,7,12,-1,11,-1,9,8
EBI2 block,-5,7,1,-5,13,-3,43,-3,21,-3
Gli-Sufu block,13,-8,-16,6,8,2,25,-25,1,5
Jurkat NFkB inh,-31,-9,-23,-10,17,-38,-57,5,-16,-9
UBC13 polyUb,-6,1,-2,2,-21,-8,0,44,1,-14
697 NFkB inh,-48,9,-53,9,-1,-34,-44,-15,-32,4

# Compound profiles, as listed above. Values in the order: CCR6 antagonist | CXCR6 block | APJ antagonist | EBI2 block | Gli-Sufu block | Jurkat NFkB inh | UBC13 polyUb | 697 NFkB inh
# Shown for CCN1CCN(C(=O)C(C)Sc2nc3nc(C)cc(C)n3n2)CC1 (stereo unspecified) → 2 | 2 | 8 | -3 | 5 | -9 | -14 | 4
# Shown for O=C(C1=C(O)C(=O)N(CCN2CCOCC2)C1c1cccnc1)c1cc2ccccc2o1 (stereo unspecified) → -11 | -3 | 7 | 8 | 3 | 7 | 7 | 25
# Shown for CN(C(=O)c1ccc(NC(=O)Cc2ccc(NC(=O)C3CCN(S(=O)(=O)c4cccc([N+](=O)[O-])c4)CC3)cc2)cc1)C1CCCC1 → 4 | -4 | . | -7 | 6 | . | . | .
# Shown for CCOc1c2ccc(C(=O)NCc3cc(C(F)(F)F)cc(C(F)(F)F)c3)cc2nn1C → -1 | -2 | -17 | -42 | 7 | 5 | 16 | 16
# Shown for Cc1cccc(CCNC(=O)Cn2ncc3c([nH]c4ccc(C)cc43)c2=O)c1 → 12 | -5 | 1 | -1 | 41 | 5 | -1 | 11

# (next part)
51	CCOc1ccc(OCCC(=O)N(CCC(C)C)c2c(N)n(Cc3ccccc3)c(=O)[nH]c2=O)cc1
52	Cc1ccc(S(=O)(=O)N2CCC(C(=O)OCC(=O)N(C)C3CCS(=O)(=O)C3)CC2)cc1C (stereo unspecified)
53	Cc1ccccc1S(=O)(=O)NCc1cccnc1
54	CCOC(=O)c1ccc(N2C(=O)CC(NC3CCN(C(=O)c4ccc(F)cc4)CC3)C2=O)cc1 (stereo unspecified)
55	O=C(COc1ccc(F)cc1)NNC(=O)Cn1ccc(C(F)(F)F)n1
56	CCN(CC)C1CCCCC1NS(=O)(=O)c1ccc(Cl)cc1 (stereo unspecified)

screen / no.,51,52,53,54,55,56
CCR6 antagonist,8,11,2,11,7,1
CXCR6 block,4,-7,-17,-6,-7,5
APJ antagonist,3,17,.,-1,3,3
EBI2 block,4,0,6,10,1,-6
Gli-Sufu block,14,0,-5,-15,22,-3
Jurkat NFkB inh,13,-6,.,2,-1,14
UBC13 polyUb,0,-1,.,-4,-6,1
697 NFkB inh,0,16,.,-1,2,9

# Assay outcomes from PubChem.
